PV pol inh: inhibitors of poliovirus RNA polymerase binding and polymerization | poliovirus polymerase elongation, fluorescence polarization; stronger effect = lower value | % elongation, % (compound at 16.7 µg/mL) | 150,000 tested, 0.66% active | AID 588519; in the data active = % elongation below about 90%; also: some results filed as inactive read as strong as hits
Target sequence (P03300 1749-2209 limits assumed): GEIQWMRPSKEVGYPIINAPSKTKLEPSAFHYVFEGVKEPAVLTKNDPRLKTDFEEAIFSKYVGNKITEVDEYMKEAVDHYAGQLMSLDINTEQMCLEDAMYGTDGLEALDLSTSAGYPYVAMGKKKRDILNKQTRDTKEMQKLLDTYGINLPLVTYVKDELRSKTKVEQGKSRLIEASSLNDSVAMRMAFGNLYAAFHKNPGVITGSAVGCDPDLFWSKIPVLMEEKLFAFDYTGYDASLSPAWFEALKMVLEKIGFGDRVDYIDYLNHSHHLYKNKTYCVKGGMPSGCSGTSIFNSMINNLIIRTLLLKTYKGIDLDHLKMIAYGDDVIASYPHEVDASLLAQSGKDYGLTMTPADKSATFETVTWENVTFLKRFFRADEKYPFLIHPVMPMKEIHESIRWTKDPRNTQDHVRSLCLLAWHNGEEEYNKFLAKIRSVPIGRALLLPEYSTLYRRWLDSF
PV pol inh FP z-score: second read-out of PV pol inh, no call of its own (marks repeat the call); z-score; measured here: FP z-score; hits read low
* hit, by the source's call. A portion of the library, so the mix of outcomes need not match the whole.

smiles | PV pol inh | PV pol inh FP z-score
COc1ccc(-n2c(SC(C)C#N)nc3ccccc32)cc1 (centres undefined) | 120 | 2.4
O=C(CSc1nc2cc(Cl)ccc2o1)NCC(F)(F)F | 102 | -0.1
CCC(=O)N1CCc2cc(Br)cc(S(=O)(=O)N3CCC(C(=O)NCc4ccc(C)o4)CC3)c21 | 101 | 0.2
Cc1ccc(CCP(=O)(O)CCC(=O)O)cn1 | 98 | -0.7
O=S1(=O)N=C2CCCCCN2C(CSc2nnc(CN3CCCCC3)n2Cc2ccccc2)N1 (centres undefined) | 105 | 0.5
CSc1nc2ccccc2n1CCO | 102 | 0.2
COc1cc(C(F)(F)F)nc2ccc(C)c(NC(=O)Nc3ccc(OC(F)(F)F)cc3)c12 | 105 | 0.3
CCCCN(C(=O)CN1CCc2ccccc21)c1c(N)n(Cc2ccccc2)c(=O)[nH]c1=O | 137 | 3.8
CCN(CC)CCNC(=O)c1cn(CCOC)c(=O)c2c1c1ccccc1n2C | 106 | 0.2
CC1CCCC(C)N1C(=O)/C(C#N)=C/c1ccc2c(c1)OCO2 (centres undefined) | 105 | 0.2
COc1ccccc1CNC(=O)C(C)Oc1ccccc1 (centres undefined) | 108 | 0.7
CC(=O)c1ccc(NC(=O)CSc2nc3c(=O)n(C)c(=O)n(C)c3n2C)cc1 | 107 | 0.1
COC(=O)c1ccccc1NC(=O)Cc1nc(-c2ccc(OC)cc2)no1 | 104 | -0.3
NC(=O)NC(=O)CC1Sc2ccccc2NC1=O (centres undefined) | 98 | -0.8
CC1CCN(S(=O)(=O)c2ccc3c(c2)N(CC(=O)NCC(C)c2ccccc2)C(=O)CO3)CC1 (centres undefined) | 105 | 0.2
COc1cccc(OC)c1C(=O)Nc1ccc2c(c1)CCCN2C(=O)C1CC1 | 103 | 0.1
Cc1cc(CNC(=O)Nc2c(C)noc2C)c(C(F)(F)F)o1 | 103 | 0
O=C(CN1CCCC1c1cccs1)NC(=O)Nc1ccccc1 (centres undefined) | 105 | 0.2
COc1ccc(C(C(=O)NC2CCCC2)N(C(=O)c2ccco2)c2ccc(NC(C)=O)cc2)cc1OC (centres undefined) | 105 | 1
Clc1ccc(-c2noc3ncnc(NC4CCCC4)c23)cc1 | 102 | 0.7

The listing continues:
smiles | PV pol inh | PV pol inh FP z-score
CCOC(=O)CCN1C(=O)CN(C)CC1=O | 100 | -0.4
O=C(NCc1cc(F)cc2c1OCOC2)c1cnc2ccccc2n1 | 102 | 0
CCCCC(=O)NC1CC(=O)N(c2ccc3c(c2)OCCO3)C1 (centres undefined) | 107 | 0
Cc1cc(-c2ccc(C)c(S(=O)(=O)NCc3ccc(Cl)cc3)c2)on1 | 103 | 0.1
O=C(CSc1nnc(-c2ccco2)n1C1CCCCC1)N1CCNC1=O | 103 | 0.1
COC(=O)c1cc(S(=O)(=O)NCCCN2CCN(c3ccccc3)CC2)c[nH]1 | 100 | -0.3
CCc1ccc(NC(=O)/C=N/O)cc1 | 102 | 0.1
COc1nc(N)c(C#N)c(-c2ccc(C)cc2)c1C#N | 102 | 0.2
O=C(CSc1c2c(nc3ccccc13)CCC2)Nc1ccc(F)cc1 | 99 | -1
CCCCNC(=O)CCSc1nc(-c2ccc3c(c2)OCO3)cc(C(F)(F)F)n1 | 107 | 0.6
CCOc1ccccc1CNC(=O)c1cc2cc(S(=O)(=O)N3CCCCC3)ccc2n1C | 116 | 1.7
Cc1ccc(N2CCN(c3ccc(C)cc3)C2c2cccs2)cc1 | 101 | -0.2
CN(C(=O)COC(=O)c1cccc(N2C(=O)c3ccccc3C2=O)c1)C1CCS(=O)(=O)C1 (centres undefined) | 102 | -0.1
COc1cnc(SC)n(C)c1=O | 105 | 0.1
CCCc1cc(=O)[nH]c2nnc(SC(C)CC)n12 (centres undefined) | 110 | 0.7
NS(=O)(=O)c1cc2c(cc1Cl)NC(CC1CCCC1)NS2(=O)=O (centres undefined) | 99 | -0.1
CCC(C(=O)NC1CCCCC1)n1c(SCc2ccccc2F)nc2ccncc21 (centres undefined) | 106 | -0.2
O=c1[nH]c(SCc2c(F)cccc2Cl)nc2c1CCCC2 | 102 | -0.8
Cc1cc(C)cc(NC(=O)c2ccc3oc(=O)c(S(=O)(=O)c4ccc(F)cc4)cc3c2)c1 | 100 | -2.2
CS(=O)(=O)n1nc(OC(=O)c2cc(Br)ccc2Cl)cc1N | 101 | 0.2

Following part.
smiles | PV pol inh | PV pol inh FP z-score
Cc1ccc(C)n1-c1cc(Cl)ccc1C(=O)O | 84* | -3.6*
COc1ccc(C(=O)CSc2nc(C)cc(C)n2)cc1C | 101 | 0
CCCN1C(=O)C(O)(C/C(C)=N\O)c2ccccc21 (centres undefined) | 104 | 0.1
CCn1cc(C(=O)OCC(=O)N2CCN(S(=O)(=O)c3ccc(Cl)cc3)CC2)c(=O)c2ccc(C)nc21 | 105 | 0.2
CC(/C(O)=C(\C#N)c1nc2ccccc2n1C)N1C(=O)c2ccccc2C1=O (centres undefined) | 99 | -0.5
O=C(c1cnn(C(=O)COc2ccccc2F)c1)c1cc(F)ccc1O | 99 | -0.3
COc1ccc(N(Cc2cccs2)C(=O)CSc2n[nH]c(-c3cccs3)n2)cc1 | 101 | -0.2
CCCc1nnc(SCC(=O)N2c3ccccc3Sc3ccccc32)o1 | 101 | -0.2
CCN(Cc1ccccc1)C(=O)Cn1c(=O)n(-c2ccc(OC)cc2OC)c(=O)c2c(C)c(C)sc21 | 105 | -0.1
CC(C)CNCC(=O)Nc1ccc(S(N)(=O)=O)cc1 | 106 | 0.7
Cc1cccc(/C=C2\Sc3ccc(C(=O)NCCC(C)C)cc3N(C)C2=O)c1 | 105 | 1.1
CCOc1ccc(N(CC(=O)NCc2ccccc2Cl)S(=O)(=O)c2c(C)[nH]c(=O)[nH]c2=O)cc1 | 100 | -1.7
CN1CCN(S(=O)(=O)c2ccc(NC(=O)COc3ccccc3Cl)cc2)CC1 | 102 | 0.2
CCOC(=O)c1c(C)noc1-c1ccc(Br)o1 | 105 | 0.9
Cc1ccccc1Nc1nc(N)nc(COC(=O)C2CCN(C(=O)c3ccc(F)cc3)CC2)n1 | 103 | -0.1
O=C1C[C@H](N2C(=O)c3ccccc3S2(=O)=O)C2CO[C@@H]1O2 | 99 | -0.2
Oc1ccc(-c2cccc(-c3ccc(O)cc3)c2)cc1 | 100 | -0.4
Cc1ccc(CN2C(=O)c3ccccc3Sc3ccc(C(=O)N4CCC5(CC4)OCCO5)cc32)cc1 | 113 | 0.7
COc1ccc(-c2nnc(SCc3cc(=O)n4cc(Br)ccc4n3)n2N)cc1OC | 105 | 0.2
Cc1c(NC(=O)C2CCCC2)c(=O)n(-c2ccccc2)n1C | 105 | 0.2

Following part:
smiles | PV pol inh | PV pol inh FP z-score
Cc1cc(Cl)ccc1OCC(=O)OCC(=O)N1CCC(C(N)=O)CC1 | 100 | -0.1
COc1cccc(NC(=O)c2ccc3[nH]c(C)cc(=O)c3c2)c1 | 112 | 1
CC1CCN(Cc2c(F)cccc2F)CC1 | 102 | 0.8
O=C(c1ccc(Cl)cc1)c1cn(Cc2ccccc2)c2cc3c(cc2c1=O)OCCO3 | 106 | -0.2
CC1CCCCC1NC(=O)/C(C#N)=C/c1ccc2c(c1)OCCO2 (centres undefined) | 102 | -0.2
Cc1cccc(SCC(=O)Nc2ccc3c(c2)OCCO3)c1 | 106 | 0.3
CC(=O)N1CCCc2cc(S(=O)(=O)N3CCCCC3)ccc21 | 111 | 0.8
O=C1CCCC(O)=C1N=Nc1ccc(Cl)c(Cl)c1 | 99 | -0.2
CCN1CCN(C(=O)CC2(C(F)(F)F)OCCO2)CC1 | 102 | -0.2
COc1cccc(OCc2cc(=O)n3cc(C)sc3n2)c1 | 105 | -0.5
COc1ccc(N=C2SCC(=O)N2CCc2ccc(OC)c(OC)c2)cc1 | 108 | 0.5
NC(=O)CS(=O)(=O)c1nc2ccccc2n1Cc1ccccn1 | 104 | 0.5
CCc1ccccc1NC(=O)C1CCCN(c2cnccn2)C1 (centres undefined) | 110 | 0.8
O=C1CCCN1C(=O)CN1CCCCC1 | 100 | -0.8
CCN(CC)C(=O)c1c(-c2ccccc2)c(-c2ccccc2)nn(C)c1=O | 104 | -0.6
CCCOc1ccc(CNC(=O)c2ccc(C)c(-n3c(C)nc4cccnc43)c2)cc1 | 109 | 0.4
O=C(N(c1ccccc1)c1ccccc1)n1cncn1 | 101 | 0.2
CN1Cc2c(ccc3c2OCO3)[C@@H]2[C@H]1c1cc3c(cc1C[C@@H]2O)OCO3 | 100 | 0.1
CC1=NN(CCc2nc(-c3ccc(Cl)cc3)cs2)C(=O)C1 | 98 | -0.6
Nc1ncnc2c1ncn2C1OC(C(=O)O)C(O)C1O (centres undefined) | 102 | 0

(list continues)
smiles | PV pol inh | PV pol inh FP z-score
CCN(CC)CCNc1ncnc2c1cnn2-c1cc(Cl)ccc1C | 112 | 0.9
COc1cc(C2c3cc4c(c(O)c3CC3COC(=O)C32)OCO4)cc(OC)c1O (centres undefined) | 103 | -0.1
COc1ccc([C@H]2[C@@H](C(=O)O)c3ccccc3C(=O)N2Cc2ccc3c(c2)OCO3)cc1 | 38* | -11*
CC(C)n1nnnc1SCC(=O)NC(=O)NC1CCS(=O)(=O)C1 (centres undefined) | 98 | -0.7
COc1cc(/C=N/c2c(-c3ccc(O)c(OC)c3)nc3ccccn23)ccc1O | 107 | 0.5
COc1cc(OC)c(OC)cc1/C=C/c1nc2cc3ccccc3cc2c(=O)n1-c1ccc(F)cc1F | 131 | 4.9
CN(C)S(=O)(=O)c1ccc(=O)n(Cc2ccc(-n3ccnc3)cc2)c1 | 99 | -0.4
CCc1nc2ccc(C(=O)NCc3cn[nH]c3C)cc2nc1CC | 101 | -0.4
COc1ccc(CCNC(=O)c2ccc(Cn3c(=O)c4ccccc4n(Cc4ccc(F)cc4Cl)c3=O)cc2)cc1OC | 111 | 1.5
CCOc1ccc(CCNC(=O)c2sc3nc4n(c(=O)c3c2C)CCCC4)cc1 | 104 | -0.4
COc1ccc2[nH]c3c(=O)n(-c4ccc(C)c(C)c4)c(O)nc3c2c1 | 99 | -0.2
CCC(C)n1nccc1NC(=O)COc1ccccc1 (centres undefined) | 101 | -0.5
Cc1cc(-c2noc(-c3snnc3C)n2)no1 | 104 | -0.1
O=C(c1cccnc1)N1CCc2ccccc2C1 | 103 | 0.2
COc1ccc2nc(SC)[nH]c2c1 | 98 | -0.4
CCOc1ccc(C2c3c(oc4ccc(C)cc4c3=O)C(=O)N2CCCN(C)C)cc1 (centres undefined) | 106 | 0.2
Cc1ccc(C2CC(=O)n3nc(-c4ccc(F)cc4)nc3S2)cc1 (centres undefined) | 106 | 0.5
Nc1sc2c(c1C(=O)NCc1ccco1)CCCC2 | 104 | 0.4
CCOC(=O)c1cnc(SCC(=O)c2ccccc2)nc1N | 100 | 0.1
OCCNc1nc2ccccc2s1 | 101 | -0.4

A different layout for part of the listing above.
Every second line gives: PV pol inh | PV pol inh FP z-score
> COc1cc(/C=N/c2c(-c3ccc(O)c(OC)c3)nc3ccccn23)ccc1O
→ 107 | 0.5
> COc1cc(OC)c(OC)cc1/C=C/c1nc2cc3ccccc3cc2c(=O)n1-c1ccc(F)cc1F
→ 131 | 4.9
> CN(C)S(=O)(=O)c1ccc(=O)n(Cc2ccc(-n3ccnc3)cc2)c1
→ 99 | -0.4
> CCc1nc2ccc(C(=O)NCc3cn[nH]c3C)cc2nc1CC
→ 101 | -0.4
> COc1ccc(CCNC(=O)c2ccc(Cn3c(=O)c4ccccc4n(Cc4ccc(F)cc4Cl)c3=O)cc2)cc1OC
→ 111 | 1.5
> CCOc1ccc(CCNC(=O)c2sc3nc4n(c(=O)c3c2C)CCCC4)cc1
→ 104 | -0.4
> COc1ccc2[nH]c3c(=O)n(-c4ccc(C)c(C)c4)c(O)nc3c2c1
→ 99 | -0.2
> CCC(C)n1nccc1NC(=O)COc1ccccc1 (centres undefined)
→ 101 | -0.5
> Cc1cc(-c2noc(-c3snnc3C)n2)no1
→ 104 | -0.1
> O=C(c1cccnc1)N1CCc2ccccc2C1
→ 103 | 0.2
> COc1ccc2nc(SC)[nH]c2c1
→ 98 | -0.4
> CCOc1ccc(C2c3c(oc4ccc(C)cc4c3=O)C(=O)N2CCCN(C)C)cc1 (centres undefined)
→ 106 | 0.2
> Cc1ccc(C2CC(=O)n3nc(-c4ccc(F)cc4)nc3S2)cc1 (centres undefined)
→ 106 | 0.5
> Nc1sc2c(c1C(=O)NCc1ccco1)CCCC2
→ 104 | 0.4
> CCOC(=O)c1cnc(SCC(=O)c2ccccc2)nc1N
→ 100 | 0.1
> OCCNc1nc2ccccc2s1
→ 101 | -0.4

(more compounds)
smiles | PV pol inh | PV pol inh FP z-score
CC(=O)Nc1cc(C(=O)NCCCN2CCC(C)CC2)ccc1S(=O)(=O)c1ccc(Cl)cc1 | 103 | 0.5
N#Cc1c(CSc2ccccc2N)cc(=O)n2c1sc1ccccc12 | 45 | -3.5
CC1=N/C(=C/c2cc3ccccc3nc2Sc2ccc(C)cc2)C(=O)O1 | 101 | -0.1
CN(C)N=C1c2cc(S(=O)(=O)N(C)C)ccc2-c2ccc(S(=O)(=O)N(C)C)cc21 | 104 | 0.4
CC/C=N/NC(=O)c1cccc(F)c1 | 101 | -0.3
Cc1ccc2nc(-c3cccnc3)oc2c1 | 104 | 0.5
Cc1csc(-c2coc3cc(O)cc(C)c3c2=O)n1 | 102 | 0.3
CN(C(=O)CSc1nncn1-c1ccccc1)c1ccccc1 | 106 | 0.2
CC1CCC(NC(=O)c2cc(S(=O)(=O)N3CCCCC3)c[nH]2)CC1 (centres undefined) | 102 | 0.1
CCc1ccc2c(CC(=O)Nc3cccc(-c4nnc5n4CCCCC5)c3)coc2c1 | 112 | 1.1
CCOc1ccccc1NC(=O)C1CCCN(S(=O)(=O)c2cn(C)cn2)C1 (centres undefined) | 101 | -1.2
CCOC(=O)c1c(S(=O)(=O)NCC(=O)Nc2ccc(C)c(Cl)c2)c(C)n(C)c1C | 104 | -0.3
Cc1nc2c([nH]1)C(c1ccc(C(C)C)cc1)C(C#N)=C(N)O2 (centres undefined) | 101 | 0
CNCc1ccsc1 | 102 | 0.1
Cc1c(Cl)cccc1NC(=O)Cn1nc(C)c2sc3ccccc3c2c1=O | 99 | -1.8
O=C(Cc1ccccc1)NCC1(c2ccccc2)CCCC1 | 109 | 0.5
Cc1cc(Cl)c2cccc(Br)c2n1 | 101 | 0
C#CCn1nc(-c2ccccc2)ccc1=O | 99 | -1.4
Cc1ccc(NC(=O)C2CCCN2S(=O)(=O)c2ccc3c(c2)C(C)(C)C(=O)N3C)cc1 (centres undefined) | 111 | 0.7
